Tau fluor cs – counter-screen for tau fibril formation inhibitors | tau K18 P301L Alexa594 fluorescence, heparin fibrillization | Potency, µM (highest dose often 57.7 µM), for inactives: at the highest dose activity change, negative = decrease | hit rate 0.93% among 280,000 | AID 1463; note: % is set by controls: 0 for no effect and ±100 for the full control effect; nearly all actives have a fitted effect of over 55% in size
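Human tau K18 P301L (15 uM unlabeled, 0.24 uM Alexa 594-labeled) in 100 mM sodium acetate pH 7 with 20 uM heparin, 6 hr at 37 C. ThT 30 uM added, 1 hr ambient; Alexa 594 FP and total fluorescence read at 555/632 nm.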
TexasRed fluor – counter-screen for TRb-SRC2 inhibitors: fluorescence interference; TRb/SRC2 Texas Red total fluorescence interference; Potency, µM (highest dose often 106 µM), without a hit: at the highest dose fluorescence change, negative = quenching; hit rate 0.29% among 280,000; active = well fitted curve in either direction with a large enough effect; inconclusive = small, poorly fitted or top-dose-only effect; note: % is set by controls: 0 for no effect and ±100 for the full control effect
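Human TRβ ligand-binding domain (0.6 uM) and Texas Red SRC2 peptide (20 nM) in Tris buffer with 1 uM T3 and 5% DMSO were incubated with pinned compound for 5 hr at ambient temperature. Total fluorescence was computed as S + 2P (555/632 nm).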
Tau fibril ThT – inhibitors of human tau fibril formation, thioflavin T binding | P10636 | recombinant tau K18 P301L (four-repeat tau fragment), heparin-induced fibrillization, ThT fluorescence | Potency, µM (doses to about 57.4 µM), without a hit: at the highest dose activity, negative = inhibition, hits mostly inhibitors | hit rate 2.1% among 270,000; note: % is set by controls: 0 for no effect and ±100 for the full control effect; nearly all actives have a fitted effect of over 55% in size
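Heparin-induced (20 uM) aggregation of recombinant human K18 P301L tau, 15 uM unlabeled with 0.24 uM labeled, pH 7 acetate buffer, 6 hr at 37 C with compound. Fibrils quantified by 30 uM ThT fluorescence after 1 hr ambient incubation.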
RECQ1 inh – RECQ1 (human) helicase inhibition; P46063; RECQ1 DNA unwinding, red fluorescence kinetic read; Potency, µM (highest dose often 57.3 µM), for the others: at the highest dose activity, negative = inhibition, actives largely listed as inhibitors; hit rate 0.54% among 240,000; AID 2549;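 note: plate controls were vehicle for no effect and no enzyme for full effect; nearly all actives have a fitted effect of over 30% in size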
Target sequence (P46063 whole entry, looked up): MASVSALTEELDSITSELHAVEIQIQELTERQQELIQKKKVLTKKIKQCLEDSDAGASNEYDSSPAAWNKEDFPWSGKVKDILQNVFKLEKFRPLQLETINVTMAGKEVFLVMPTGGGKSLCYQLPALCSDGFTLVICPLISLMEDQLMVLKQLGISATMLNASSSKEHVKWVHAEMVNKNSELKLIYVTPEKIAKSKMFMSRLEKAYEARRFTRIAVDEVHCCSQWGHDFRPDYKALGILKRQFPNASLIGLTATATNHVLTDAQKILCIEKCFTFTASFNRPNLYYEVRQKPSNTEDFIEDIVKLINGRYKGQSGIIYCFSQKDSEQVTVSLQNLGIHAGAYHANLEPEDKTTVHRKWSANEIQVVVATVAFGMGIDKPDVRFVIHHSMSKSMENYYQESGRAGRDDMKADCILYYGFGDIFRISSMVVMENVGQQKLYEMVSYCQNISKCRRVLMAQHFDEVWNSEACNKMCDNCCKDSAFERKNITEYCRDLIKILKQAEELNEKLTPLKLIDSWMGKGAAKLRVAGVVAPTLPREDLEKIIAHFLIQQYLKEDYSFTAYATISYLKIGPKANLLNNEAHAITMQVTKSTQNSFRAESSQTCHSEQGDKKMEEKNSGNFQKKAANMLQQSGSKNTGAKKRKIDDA
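RECQ1T1 50 nM; forked duplex (20 bp + 30-nt ss tails) 200 nM, ATP 2 mM final; pH 8.0, 2 mM MgCl2, 2.5 ug/ml poly(dI-dC); 15 min compound preincubation; discontinuous kinetic read over 2 h at RT.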
TRb SRC2 PPI – disrupts binding of human TR beta to SRC2; P10828; TRbeta-SRC2 peptide binding, fluorescence polarization; receptor liganded with 1 µM T3; hit rate 0.065% among 280,000; Potency, µM (titrated, usually from 106 µM), inactives show at the highest dose activity change, negative = inhibition, actives largely listed as inhibitors;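 note: plate controls were bound peptide for no effect and peptide without receptor for full effect; nearly all actives have a fitted effect of over 50% in size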
Target sequence (P10828 whole entry, looked up): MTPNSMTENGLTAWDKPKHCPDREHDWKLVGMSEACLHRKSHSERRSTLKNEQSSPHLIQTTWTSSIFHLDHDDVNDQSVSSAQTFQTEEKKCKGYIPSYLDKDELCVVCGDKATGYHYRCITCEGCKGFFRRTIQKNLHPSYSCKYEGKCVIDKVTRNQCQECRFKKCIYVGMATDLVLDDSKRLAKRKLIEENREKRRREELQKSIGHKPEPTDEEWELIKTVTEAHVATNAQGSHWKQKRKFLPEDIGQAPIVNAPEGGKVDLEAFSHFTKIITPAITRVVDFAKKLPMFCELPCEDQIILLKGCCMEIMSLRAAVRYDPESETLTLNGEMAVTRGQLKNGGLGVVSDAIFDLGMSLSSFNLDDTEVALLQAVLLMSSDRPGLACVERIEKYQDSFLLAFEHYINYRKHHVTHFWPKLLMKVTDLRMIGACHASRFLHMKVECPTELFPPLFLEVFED
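Decrease in fluorescence polarization of 20 nM Texas Red SRC2 coactivator peptide flagged inhibition of its binding to 0.6 uM TRb LBD; 1 uM T3 included, incubation 5 hr, ex 555/em 632 nm.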
L3MBTL1 inh – L3MBTL1 (human) inhibition; Q9Y468; AlphaScreen L3MBTL1–H3K9me1 peptide binding; Potency, µM (doses to about 57.1 µM), without a hit: at the top dose activity, negative = inhibition, actives largely listed as inhibitors; hit rate 0.66% among 230,000; note: % is set by controls: 0 for no effect and ±100 for the full control effect; nearly all actives have a fitted effect of over 60% in size
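AlphaScreen assay: L3MBTL1 (50 nM final) was preincubated 30 min at room temperature with biotinylated H3(1-15)K9me1 peptide (75 nM final), then 30 min with library compounds; streptavidin donor and nickel chelate acceptor beads (10 ug/mL final) added, 30 min dark.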
HTT cytoprotect – cytoprotection in Huntington HTT-Q103 PC12 cell model; PC12 HTT-Q103 induced, cytoprotection, ATP luminescence, 40 h; hit rate 0.14% among 230,000; AID 1471; Potency, µM (series often up to 56.4 µM), for the others: cytoprotection (ATP increase), actives largely listed as activators;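 note: % of control where 0% means no effect; nearly all actives have a fitted effect of over 45% in size; toxic huntingtin expression switched on by the ecdysone agonist tebufenozide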
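Rat PC12, Q103 Htt exon1-GFP fusion, ecdysone promoter; tebufenozide inducer 100 nM final; compound titration; qHTS, 1500 cells/well; ATPlite luminescent read.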
Tau fibril FP – tau fibrillization inhibition (FP); Potency, µM (doses to about 57.7 µM), for the others: at the highest dose activity, negative = inhibition, most hits filed as inhibitors; hit rate 0.39% among 280,000; K18 P301L tau heparin fibrillization, Alexa594 FP, 6 h; P10636; AID 1468; note: % is set by controls: 0 for no effect and ±100 for the full control effect; nearly all actives have a fitted effect of over 55% in size
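Read-out: fluorescence polarization of Alexa 594-labeled tau (0.24 uM), 555 nm excitation, 632 nm emission. Mixtures held 15 uM unlabeled K18 P301L, compound and 20 uM heparin, pH 7 acetate buffer, incubated 6 hr at 37 C.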
* marks the source's active call; other numbers are inactive results; i = inactive; ? = inconclusive; nt = not tested or not shown; [ ] = remark or other dose. Unless noted, calls come from the whole dose curve; as a rule, active = well fitted curve in the direction sought with a large enough effect; inconclusive = small, poorly fitted or top-dose-only effect, or another doubt; inactive = no such curve, though single readings can be large; an effect the other way counts as inactive or inconclusive. Potency is the fitted concentration of half-maximal effect. Only part of the results is shown; the hit share may differ from the screen's.

entry | SMILES | Tau fibril FP | TexasRed fluor | Tau fluor cs | HTT cytoprotect | TRb SRC2 PPI | RECQ1 inh | Tau fibril ThT | L3MBTL1 inh
1 | CC12CCC(=O)N1C(C(=O)OCC(=O)Nc1cc(S(=O)(=O)N3CCCCC3)ccc1Cl)CS2 (configuration not stated) | -3% | -3% | -3% | 4%[10 µM] | -5% | 2% | 1% | -1%
2 | Cc1nc(N)sc1-c1csc(NCc2ccccc2)n1 | ? | 0% | ? | -33% | 2% | -4% | 20µM* | -4%
3 | Cc1ccccc1NC(=S)NCCc1ccc(S(N)(=O)=O)cc1 | 6% | 0% | 13% | 3%[10 µM] | 11% | 8% | 11% | -9%
4 | Fc1ccc(NC(=S)NC2CCN(Cc3ccccc3)CC2)cc1 | -5% | 0% | 1% | 21%[10 µM] | -5% | 1% | 1% | -6%
5 | O=C(Nc1ccc2oc(-c3ccccc3Cl)nc2c1)c1cncc(Br)c1 | 0% | -3% | -11% | -59%[inhibitor] | 0% | -1% | 2% | 10%
6 | CC(C)Sc1ncc(Cl)c(C(=O)N(Cc2ccc(N(C)C)cc2)C2CCS(=O)(=O)C2)n1 (configuration not stated) | -2% | -1% | -22% | nt | -5% | nt | -16% | nt
7 | CCc1ccc(NC(=O)C(=O)c2cn(CC(=O)N3CCCCC3)c3ccccc23)cc1 | 2% | 0% | -13% | 11%[10 µM] | 3% | -8% | -4% | -5%
8 | C#CCOCCOCCOCCNc1nc(N2CCN(C(=O)Cn3cc(CCCCN)nn3)CC2)nc(N2CCN(C(=O)Cn3cc(CC(C)O)nn3)CC2)n1 (configuration not stated) | -2% | 0% | -6% | nt | 6% | i | -7% | 1%
9 | CC(Oc1ccc(Cl)cc1Cl)C(=O)N(Cc1ccco1)C1CCS(=O)(=O)C1 (configuration not stated) | -1% | 1% | 5% | 4%[0.074 µM] | -7% | -5% | -3% | nt
10 | CC12CC3CC(C)(C1)CC(CN)(C3)C2 | 4% | 1% | -5% | -3% | -3% | i | -2% | 4%
11 | COCCCn1c(C)nnc1-c1cnn(-c2ccccc2)c1N | -3% | -2% | 0% | -18% | 2% | -6% | -6% | nt
12 | Cc1ccc(C)c(S(=O)(=O)N2CCCOC2CNC(=O)C(=O)NCc2ccncc2)c1 (configuration not stated) | 3% | 2% | 2% | -31% | -5% | -3% | 1% | 14%
13 | CCOc1ccc2nc(SCC(=O)N3CCN(C(=O)c4ccco4)CC3)sc2c1 | 8% | 0% | -6% | -5% | 2% | 9% | -15% | nt
14 | Cc1ccc(O/C=C2\OC(=O)c3ccccc32)cc1 | -10% | -4% | -8% | 10%[10 µM] | 3% | -2% | -3% | -2%
15 | Cc1ccc(C)c(SCC(=O)OCC(=O)Nc2ncc(C(F)(F)F)cc2Cl)c1 | 13% | -5% | -14% | 2%[10 µM] | 3% | -9% | -14% | -19%
16 | CCc1cccc(C)c1NC(=O)C1CC=CCC1C(=O)O (configuration not stated) | 2% | 0% | 9% | ? | -3% | i | 3% | -6%
17 | CN(Cc1ccccc1)c1nc(N)c([N+](=O)[O-])c(NCc2ccccc2)n1 | -12% | 0% | ? | 27%[10 µM] | -17% | -21% | ? | -15%
18 | CCCOc1ccc(C2NC(=S)NC(c3ccccc3)=C2C(=O)Nc2ccc(C)cc2)cc1OC (configuration not stated) | 0% | 2% | 6% | 3%[10 µM] | 15% | 9% | 9% | -4%
19 | CCSc1cc(N2CCCC2)nc(-c2ccc(C)cc2)n1 | 1% | -6% | -7% | nt | -4% | -4% | -3% | 50%[activator]
20 | Cc1ccc(NC2=NC(c3ccc(F)cc3)n3c(nc(C)cc3=O)N2)cc1 (configuration not stated) | 1% | 2% | -8% | -5%[10 µM] | -1% | 1% | -1% | 9%

Just Tau fluor cs and L3MBTL1 inh (four entries from above):
| item | canonical_smiles | Tau fluor cs | L3MBTL1 inh |
| --- | --- | --- | --- |
| 9 | CC(Oc1ccc(Cl)cc1Cl)C(=O)N(Cc1ccco1)C1CCS(=O)(=O)C1 (configuration not stated) | 5% | nt |
| 5 | O=C(Nc1ccc2oc(-c3ccccc3Cl)nc2c1)c1cncc(Br)c1 | -11% | 10% |
| 15 | Cc1ccc(C)c(SCC(=O)OCC(=O)Nc2ncc(C(F)(F)F)cc2Cl)c1 | -14% | -19% |
| 6 | CC(C)Sc1ncc(Cl)c(C(=O)N(Cc2ccc(N(C)C)cc2)C2CCS(=O)(=O)C2)n1 (configuration not stated) | -22% | nt |

Retrieved by structure from above, two records:
entry | SMILES | Tau fibril FP | TexasRed fluor | Tau fluor cs | HTT cytoprotect | TRb SRC2 PPI | RECQ1 inh | Tau fibril ThT | L3MBTL1 inh
9 | CC(Oc1ccc(Cl)cc1Cl)C(=O)N(Cc1ccco1)C1CCS(=O)(=O)C1 (configuration not stated) | -1% | 1% | 5% | 4%[0.074 µM] | -7% | -5% | -3% | nt
11 | COCCCn1c(C)nnc1-c1cnn(-c2ccccc2)c1N | -3% | -2% | 0% | -18% | 2% | -6% | -6% | nt

Going on with the list:
entry | SMILES | Tau fibril FP | TexasRed fluor | Tau fluor cs | HTT cytoprotect | TRb SRC2 PPI | RECQ1 inh | Tau fibril ThT | L3MBTL1 inh
21 | Cc1nn(CC(=O)Nc2nc3ccccc3s2)c(C)c1[N+](=O)[O-] | 1% | -7% | -23% | 12% | -1% | -2% | -17% | 3%
22 | COc1ccc(Nc2ccc(C(N)=O)cc2[N+](=O)[O-])cc1 | 7% | -2% | -25% | -42%[inhibitor] | -2% | -2% | ? | nt
23 | COC(=O)NNC(=O)C1CCC(C(=O)NNC(=O)OC)CC1 (configuration not stated) | -2% | -3% | -1% | 20%[10 µM] | -3% | -1% | -4% | 11%
24 | O=C(CN1C(=O)NC2(CCCCCC2)C1=O)NCc1ccco1 | -4% | -1% | 1% | -4% | 0% | -4% | -7% | -1%
25 | CCOC(=O)c1c(C)[nH]c(C)c1C(=O)CSc1nc2ccccc2c(=O)n1-c1ccc(F)cc1 | -16% | -3% | ? | -108%[inhibitor] | 9% | -16% | -9% | -4%[11.4 µM]
26 | COc1cc(NC(=O)CN2CCN(c3ccccc3F)CC2)cc(OC)c1 | 5% | 1% | -10% | -6% | -1% | -8% | -1% | nt
27 | CC(=O)N[C@@H](Cc1c[nH]c2ccccc12)C(=O)OCC(=O)NCc1ccc2c(c1)OCO2 | -1% | 0% | 3% | -3%[10 µM] | -2% | -13% | 6% | -14%
28 | COc1cc(C2NC(=O)NC(C)=C2C(=O)Nc2cccc(C)c2C)cc(OC)c1OC (configuration not stated) | 3% | 0% | 1% | -3%[10 µM] | -15% | -4% | -3% | 2%
29 | COCCOC(=O)C1=C(C)NC(=O)NC1c1ccc(Cl)cc1 (configuration not stated) | -3% | -6% | 3% | -10% | 3% | -4% | 7% | 0%
30 | O=c1[nH]cc(N2CCCCCC2)c(=O)[nH]1 | ? | -1% | -16% | 10%[10 µM] | -2% | -2% | nt | nt
31 | Cc1cc2oc(C(=O)Nc3c(C)n(C)n(-c4ccccc4)c3=O)c(C)c2cc1Cl | 2% | -1% | 5% | nt | 0% | -5% | 0% | -7%
32 | COc1ccccc1Nc1ncnc2nc[nH]c12 | -2% | -2% | -5% | 15% | -5% | -3% | -7% | nt
33 | O=C1c2ccccc2-c2nccnc21 | -10% | -3% | -14% | -7% | 3% | 10% | -10% | 1%
34 | Cc1ccc(Cn2c(C)c(CNC(C)c3ccccc3)c(C(=O)O)c2C)cc1 (configuration not stated) | -7% | -5% | 0% | nt | 14% | nt | 2% | nt
35 | O=C(NCc1csc(-c2ccccc2)n1)c1cc(F)cc2c1OCOC2 | 2% | -4% | -14% | 5%[10 µM] | 0% | -9% | -12% | 8%
36 | COc1ccc(-c2cc(C(F)(F)F)nc(NCCc3ccccc3)n2)cc1OC | -18% | -1% | -22% | nt | -1% | nt | -7% | nt
37 | COc1ccc(C=Nc2cccc3c(=O)[nH][nH]c(=O)c23)c2ccccc12 | 3% | 0% | ? | 5%[10 µM] | 0% | -5% | ? | nt
38 | O=C(NCc1ccncc1)C(=O)NCC(c1ccco1)N1CCN(c2ccc(F)cc2)CC1 (configuration not stated) | 1% | 2% | 4% | 5%[10 µM] | 12% | 4% | 10% | -18%
39 | CCCCCn1c(=O)[nH]c2cc(C(=O)Nc3ccc(F)cc3)ccc2c1=O | -14% | -2% | -11% | nt | -6% | nt | ? | nt
40 | O=C(O)c1ccc(/C=N/N2CCN(Cc3cccc4ccccc34)CC2)cc1 | 0% | 0% | -5% | -13% | 2% | -7% | -17% | nt
41 | COc1cc(S(=O)(=O)N2CCOCC2)ccc1NC(=O)COC(=O)C12CC3CC(CC(C3)C1)C2 | 5% | -1% | 2% | -10% | 5% | 4% | 0% | -11%[11.4 µM]
42 | O=C(NCCc1ccccc1)C1CCN(S(=O)(=O)c2cccc3nsnc23)CC1 | 1% | -1% | -2% | 1%[10 µM] | -3% | 0% | -10% | -5%
43 | CCOCCn1ccc2c(OCC(=O)Nc3cc(C)cc(C)c3)cccc2c1=O | 0% | 0% | -23% | nt | -5% | nt | -15% | nt
44 | COc1ccc(OC)c(CCNC(=O)C2CCN(c3ncnc4c3nc3n4CCCCC3)CC2)c1 | 3% | -28% | 2% | nt | -2% | nt | -5% | nt
45 | O=C(COC(=O)CCc1ccccc1)Nc1cc(S(=O)(=O)N2CCOCC2)ccc1N1CCCC1 | -1% | -2% | -4% | -35%[inhibitor] | 1% | -2% | 0% | 1%
46 | Cc1cccc(Cn2c(COc3ccccc3)nc3ccccc32)c1 | 7% | -9% | -12% | nt | -2% | nt | -16% | nt
47 | CCc1ccc(/C=N/NC(=O)c2c[nH]c3ccccc23)s1 | -3% | -4% | ? | 9%[10 µM] | -2% | i | ? | 2%
